Screening data (PubChem BioAssay)
TPT1 inhibitor – Candida albicans TPT1 enzyme inhibitors, primary screen, biochemical, fluorescence polarization. inhibition, % at 5 µM. actives 0.81% (n = 300,000). recombinant caTPT1, FP RNA substrate dephosphorylation. AID 1962, 2009;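 active = inhibition above the mean of all tested compounds plus 3 SD, set per screening campaign, cut at about 24% in these data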;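 note: plate controls were DMSO alone for no effect and ferristatin control at 100 nM for full effect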
PP5 inh – PP5 phosphatase inhibitors, primary screen, biochemical, fluorescence; actives 0.18% (n = 320,000); inhibition, % at 6.7 µM; purified PP5c, OMFP substrate fluorescence; AID 1987, 2009;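 active = inhibition above the campaign's mean inhibition across all tested compounds plus 3 SD, cut at about 9.5% in these data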;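 note: 0% = DMSO only and 100% = 100 µM cantharidin control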
Target sequence (P53041 whole entry, looked up): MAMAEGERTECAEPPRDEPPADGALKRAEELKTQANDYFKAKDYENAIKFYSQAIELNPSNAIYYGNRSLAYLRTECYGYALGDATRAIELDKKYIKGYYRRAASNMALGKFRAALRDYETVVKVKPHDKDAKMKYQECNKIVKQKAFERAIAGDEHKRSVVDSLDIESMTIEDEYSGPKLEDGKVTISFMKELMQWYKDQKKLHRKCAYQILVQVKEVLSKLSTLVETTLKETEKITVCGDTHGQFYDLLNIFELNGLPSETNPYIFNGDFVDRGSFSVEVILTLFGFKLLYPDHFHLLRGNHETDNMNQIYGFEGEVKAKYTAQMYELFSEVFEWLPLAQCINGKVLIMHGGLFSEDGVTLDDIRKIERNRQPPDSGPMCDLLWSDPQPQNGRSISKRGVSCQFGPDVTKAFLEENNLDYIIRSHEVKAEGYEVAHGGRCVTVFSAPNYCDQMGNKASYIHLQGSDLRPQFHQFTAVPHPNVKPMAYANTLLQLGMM
EBNA-1 inh – EBNA-1 DNA-binding inhibitors, primary screen, biochemical, fluorescence polarization | inhibition, % at 14.8 µM | actives 0.34% (n = 300,000); in the data active = inhibition above about 28%
GASC-1 inh – inhibitors of GASC-1 histone demethylase, primary screen, biochemical, fluorescence, DELFIA europium. GST-JMJD2C(1-420) H3K9me3 demethylation. actives 0.069% (n = 330,000). AID 2099, 2009. inhibition, % at 2.35 µM. Lysine-specific demethylase 4C (Homo sapiens), Q9H3R0;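 active = more than half of a compound's replicate wells show inhibition beyond 50%, single wells judged on their own value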;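 note: signal counts dimethyl H3K9 product captured on neutravidin plate; 0% = median of DMSO wells and 100% = 0.3 times that DMSO median; strong numbers were not always called active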
Target sequence (Q9H3R0 1-420 limits assumed): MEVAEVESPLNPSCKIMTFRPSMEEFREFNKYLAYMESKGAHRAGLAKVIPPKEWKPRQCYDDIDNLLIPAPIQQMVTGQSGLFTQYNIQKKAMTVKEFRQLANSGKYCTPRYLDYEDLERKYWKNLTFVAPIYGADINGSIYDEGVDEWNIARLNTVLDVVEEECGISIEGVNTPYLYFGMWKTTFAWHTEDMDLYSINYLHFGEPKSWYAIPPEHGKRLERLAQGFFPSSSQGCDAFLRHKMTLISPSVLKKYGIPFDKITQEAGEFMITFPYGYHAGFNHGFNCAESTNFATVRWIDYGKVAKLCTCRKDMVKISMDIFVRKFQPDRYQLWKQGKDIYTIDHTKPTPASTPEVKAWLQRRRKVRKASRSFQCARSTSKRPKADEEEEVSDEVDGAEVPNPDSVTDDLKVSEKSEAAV
core dimer inh – inhibitors of HCV core protein dimerization, primary screen, biochemical, TR-FRET, high-throughput. TR-FRET GST/Flag-core106 dimerization, 1536-well. inhibition, % at 5 µM. actives 0.33% (n = 300,000);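 active = inhibition above the mean of all tested compounds plus 3 SD, set per screening campaign, cut at about 45% in these data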
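System – GST-tagged and Flag-tagged HCV core protein residues 1-106 · Repeats – one well for each compound · Technique – TR-FRET 671 and 617 nm emission · Doses – one concentration, 5 µM, in 0.5% DMSO · Times – 4 h, 22.5 °C incubation · Also added – Eu donor and XL665 acceptor anti-tag antibodies · Measure – percent inhibition of core106 dimerization signal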
ZTA DNA inh – counter-screen for EBNA-1 inhibitors: inhibitors of Epstein-Barr virus ZTA; ZTA-DNA binding, fluorescence polarization; inhibition, % at 11 µM; actives 0.15% (n = 320,000); P03206; in the data active = inhibition above about 33%
Yeast superoxide – reduction of superoxide in aged yeast, primary screen, HTS; S. cerevisiae aged cells, superoxide DHE fluorescence; stronger effect = lower value; superoxide response (% of plate mean), % at 10 µM; actives 0.18% (n = 330,000);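 active = superoxide response under a set limit, about three screen SD below normal, cut at about 65% in these data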;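 note: yeast aged for seven days with compound at 30 °C before DHE staining; 100% = average MFI of all compound-treated wells on the plate with controls excluded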
CTSL1 counter – Fasciola hepatica cathepsin L1 inhibitors, primary screen, counter-screen for PFM18AAP inhibitor project, biochemical, QFRET, fluorogenic peptide substrate | actives 0.49% (n = 300,000) | recombinant F. hepatica cathepsin L1, Z-Leu-Arg-MCA fluorescence | inhibition, % at 5.96 µM;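 active = inhibition above the mean of all tested compounds plus 3 SD, set per screening campaign, cut at about 17% in these data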;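 note: 0% = plate median of test compound wells and 100% = 1 µM Z-Phe-Ala-diazomethylketone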
PP1 counter – PP1-alpha phosphatase inhibitors, primary screen, counter-screen for PP5 inhibitor project, biochemical, fluorescence, OMFP substrate, single point. purified PP1alpha. inhibition, % at 6.7 µM. actives 0.9% (n = 320,000);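 active = inhibition above the mean inhibition of all tested compounds plus 3 SD, computed separately for each screening campaign, cut at about 15% in these data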
Starred values were filed as active, the others as inactive; / = not tested or not shown.

SMILES | TPT1 inhibitor | PP5 inh | EBNA-1 inh | GASC-1 inh | core dimer inh | ZTA DNA inh | Yeast superoxide | CTSL1 counter | PP1 counter
COc1ccc(S(=O)(=O)Nc2ccccc2-c2nc3ccccc3[nH]c2=O)cc1 | 1 | 0.9 | -2 | 14 | 1 | -7 | 109 | -1 | -1
COc1ccc(CCNc2ncnc3[nH]ncc23)cc1OC | 2 | 2.0 | -2 | -3 | 4 | 5 | 100 | 3 | 0
COc1cc(NC(=O)CCN2CCN(c3ccccc3F)CC2)cc(OC)c1 | -4 | -0.7 | 2 | 8 | -3 | -1 | 105 | -1 | 0
CCOC(=O)c1cnc(SCc2cccc3ccccc23)nc1N | -2 | 2.7 | 105* | 0 | -3 | 0 | 103 | 3 | 2
COc1ccccc1NC(=O)CSc1nnc(Cc2ccccc2)o1 | 0 | 2.2 | -3 | 7 | -3 | -6 | 104 | -1 | 4
Nc1nn(-c2ccccc2)c(N)c1N=Nc1ccccc1 | -1 | -5.4 | -7 | -3 | -19 | 5 | 71 | -2 | -1
CCCCCCCCNC(CO)(CO)CO | -6 | -2.3 | -4 | 3 | -8 | 8 | 104 | 0 | -7
Cc1cccc(C(=O)Oc2cccc3c(O)cccc23)c1 | 1 | 4.9 | -11 | -33 | 12 | -7 | 102 | 0 | 0
CC1(CCc2ccccc2)NC(=O)N(CC(=O)Nc2ccccc2C#N)C1=O (configuration not stated) | / | 2.8 | / | -5 | / | -3 | 81 | / | -3
O=C(c1ccc(NS(=O)(=O)c2cccs2)cc1)N1CCN(c2ccccc2Cl)CC1 | -1 | 3.0 | 9 | 13 | 20 | 6 | 87 | 3 | 1
COc1ccc(C2C(C#N)=C(N)Oc3c2ccc2cccnc32)cc1OC (configuration not stated) | 3 | -0.6 | 4 | 21 | 0 | -4 | 95 | -1 | -1
COc1ccccc1C1CCN(Cc2ccc(Cl)c(Cl)c2)CC1 | 0 | 0.1 | -8 | 4 | 0 | 0 | 89 | 0 | 3
O=C(COC(=O)c1cc2ccccc2oc1=O)c1cccc([N+](=O)[O-])c1 | 0 | -2.2 | -1 | 3 | 1 | 3 | 90 | 1 | -1
COc1ccc(/C=N/Nc2ccc(C(=O)O)cc2)c(OC)c1OC | 0 | 0.7 | 2 | -23 | -19 | -4 | 99 | 5 | -2
O=C(CSc1nnnn1-c1ccc(F)cc1)NCc1cccs1 | 3 | 0.1 | 2 | / | 3 | -8 | 106 | 2 | -3
COc1ccc(C(=O)NCCCNC(=O)c2cnccn2)cc1Br | 1 | 0.3 | 8 | 6 | -1 | 5 | 92 | 1 | -5
CCO[C@H]1OC(C(N)=O)=C[C@@H](c2ccccc2)[C@@H]1CCCO | 0 | 1.2 | 2 | 131 | 4 | 1 | / | 7 | -2
COc1ccc(NC(=S)N2CCN(C/C=C/c3ccccc3)CC2)cc1 | -3 | -2.0 | -8 | -1 | 6 | 0 | 102 | 2 | 0
CC(=O)Nc1ccc(NC(=O)CCCc2ccccc2)cc1 | 1 | 0.3 | -5 | 11 | 7 | 11 | 78 | 2 | -2
CCOC(=O)CSc1n[nH]c(NC(=O)NC(C)C)n1 | 1 | -0.7 | 9 | 18 | 7 | 24 | 95 | 0 | -6
COc1ccc(-c2n[nH]c(=S)n2/N=C/C=C\c2ccccc2OC)cc1 | 0 | 3.0 | 3 | 0 | 13 | 8 | 97 | -1 | 1
O=S(=O)(Nc1ccc(N=Nc2ccc(O)c3ccccc23)cc1)c1ccccc1 | 6 | 7.3 | -7 | -2 | 16 | -12 | 116 | 2 | 5
CC(C)Cc1nc(N2CCN(C(=O)c3ccco3)CC2)c(C#N)c2c1CCC2 | -3 | 5.9 | 4 | 16 | 46 | -19 | 97 | -3 | 4
O=C(Nc1nccc(-c2cccs2)n1)c1ccccc1Cl | -2 | 1.8 | 3 | -2 | 0 | 0 | 90 | 7 | 2
O=C(/C=C/c1c(Cl)cccc1Cl)Nc1ccncc1 | 1 | 2.5 | 3 | -2 | -5 | -10 | 94 | 2 | 5
COc1cc(C2C(C#N)=C(SC)NC3=C2C(=O)CCC3)ccc1O (configuration not stated) | -5 | -0.5 | 4 | -1 | -3 | 0 | 92 | 3 | -2
CC(=O)Oc1ccc(C2=NN(c3ccccc3)C(c3ccccc3)C2)cc1 (configuration not stated) | 0 | 2.6 | -5 | -24 | -1 | 8 | 110 | -2 | 4
Cc1cccn2c(=O)c(C=O)c(N3CCC4(CC3)OCCO4)nc12 | -6 | -0.7 | -6 | -34 | 2 | -13 | 91 | 0 | -5
COc1ccccc1C(=O)Nc1ccnn1C1CCN(Cc2cnn(C)c2C)CC1 | -1 | 0.6 | 4 | 6 | 1 | -7 | 91 | 2 | -3
N/C(CC(=O)Nc1cccc(C(F)(F)F)c1)=N/O | 2 | 1.0 | 12 | -3 | 7 | 5 | 97 | -1 | -3
CCc1nc(SCC(=O)c2cccs2)c2oc3ccccc3c2n1 | -4 | -2.1 | -8 | -7 | 28 | 3 | 90 | 1 | 2
Cc1cc(NC(=O)CSc2nnc(C)o2)no1 | -2 | 0.8 | 3 | 1 | 0 | -6 | 88 | -3 | -1
CC(=O)N1CCN(c2ccc(NC(=S)NC(=O)c3ccc(C)c([N+](=O)[O-])c3)cc2)CC1 | 1 | 1.4 | -15 | 9 | 4 | -6 | 95 | -2 | 1
Cc1ccc(NC(=O)CCS(=O)(=O)c2ccc(Br)s2)cc1 | 0 | 2.5 | 1 | -5 | 8 | -15 | 94 | 0 | -3
COc1cc(SC#N)ccc1N=Cc1c(C)[nH]n(-c2cccc3ccccc23)c1=O | 15 | 5.6 | -12 | -12 | 0 | -6 | 89 | 3 | 5
O=C(O)C1=C(OCc2ccc(F)c(F)c2)C(=O)NCC1 | 5 | 0.9 | -3 | 6 | -1 | -5 | 87 | 1 | -1

Among those listed so far, 2 have a furan ring, fused or not:
SMILES | TPT1 inhibitor | PP5 inh | EBNA-1 inh | GASC-1 inh | core dimer inh | ZTA DNA inh | Yeast superoxide | CTSL1 counter | PP1 counter
CC(C)Cc1nc(N2CCN(C(=O)c3ccco3)CC2)c(C#N)c2c1CCC2 | -3 | 5.9 | 4 | 16 | 46 | -19 | 97 | -3 | 4
CCc1nc(SCC(=O)c2cccs2)c2oc3ccccc3c2n1 | -4 | -2.1 | -8 | -7 | 28 | 3 | 90 | 1 | 2

Continuation:
SMILES | TPT1 inhibitor | PP5 inh | EBNA-1 inh | GASC-1 inh | core dimer inh | ZTA DNA inh | Yeast superoxide | CTSL1 counter | PP1 counter
CCOC(=O)c1c(NC(=O)c2c(C(=O)O)cccc2[N+](=O)[O-])sc(C)c1C | -2 | 2.8 | 8 | 18 | 0 | 26 | 113 | 6 | 0
O=C(Nc1ccc(F)cc1)c1ccc2snnc2c1 | -2 | -1.3 | 8 | -5 | -2 | -7 | 92 | 2 | 1
CC(C)CC(NC(=O)c1ccccc1)C(=O)OCC(=O)Nc1ccc(Br)cn1 (configuration not stated) | -2 | 0.6 | 19 | 7 | -1 | 3 | 83 | -7 | 1
O=C(CSc1nnc(-c2ccc(O)cc2)n1Cc1ccccc1)NNC(=O)c1ccc(Br)cc1 | 0 | -1.2 | -8 | 11 | 9 | 5 | 101 | -7 | 2
C=CCNC(=O)c1ccc(Cl)cc1Cl | -1 | 1.6 | 10 | -9 | -5 | 7 | 109 | 1 | -2
CC(Sc1cccc[n+]1[O-])C(=O)Nc1cccc([N+](=O)[O-])c1 (configuration not stated) | 2 | -3.3 | 10 | 2 | 2 | -4 | 97 | -1 | -3
Cc1nc(C(=O)NC(C)C)nn1-c1cc(Cl)cc(Cl)c1 | -7 | 0.9 | 0 | 5 | -3 | -12 | 102 | -3 | -1
O=C(c1cccc([N+](=O)[O-])c1)n1nc(-c2ccccc2)nc1NCc1ccccc1 | 2 | 0.5 | -2 | 9 | -7 | 0 | 77 | 1 | -3
Cn1c(SCC(=O)N2CCCCC2)nc2cccnc21 | -5 | -3.6 | -18 | 45 | 1 | -9 | 115 | -2 | -3
O=C(Nc1cccc(Cl)c1)NC1CC2CCC(C1)N2Cc1cccs1 (configuration not stated) | -2 | 1.4 | -4 | -7 | -6 | 2 | 110 | -1 | -3
O=C(Nc1ccccc1OC(F)F)C1CCCN1C(=O)c1cccs1 (configuration not stated) | -1 | -0.5 | 7 | 10 | 4 | 1 | 100 | 3 | -2
CCn1c(C)c(C2=CCN(S(=O)(=O)c3ccccc3)CC2)c2ccccc21 | 28* | 0.0 | 3 | 0 | 3 | 0 | 96 | 3 | 4
COc1ccccc1C(=O)NCCC(=O)NC1CCC(C)CC1 (configuration not stated) | / | 3.6 | / | 2 | / | -4 | 99 | / | 0
O=C(CNC(=O)c1cccc(F)c1)N/N=C/c1cc(Br)ccc1OCc1ccccc1 | -2 | 1.4 | 6 | 6 | 17 | -14 | 99 | 5 | 7
CCN1CCN(c2nc(Nc3cc(OC)ccc3OC)nc(Nc3cc(OC)ccc3OC)n2)CC1 | 3 | -1.3 | 1 | -2 | 1 | 23 | 84 | 2 | -1
COc1ccc(CN(C)CC(=O)Nc2ccccc2C(F)(F)F)c(OC)c1 | -1 | 2.2 | -8 | -1 | -3 | -17 | 115 | 5 | 3
CC(=O)NCCNC(=O)c1cccc(NS(=O)(=O)c2ccc3c(c2)OCCO3)c1 | -2 | -0.3 | 0 | 4 | -4 | -7 | 104 | -2 | -2
O=C(NC1CCCCC1)c1ccc(OC2CCN(Cc3ccccn3)CC2)cc1 | 2 | -0.9 | 0 | 2 | -22 | 10 | 88 | -2 | -2
COCCN(Cc1cc2cc(C)ccc2nc1Cl)C(=O)Nc1ccccc1C | 0 | 2.7 | 4 | -4 | 3 | -2 | 106 | 15 | -3
CCc1nc2nc(C)c(NS(=O)(=O)c3ccc(Br)s3)c(=O)n2[nH]1 | 2 | -0.6 | -4 | 8 | -2 | -2 | 90 | -5 | -1
COc1ccc2[nH]cc(CCNC(=O)Cc3ccc(F)cc3)c2c1 | 0 | 2.3 | 5 | 1 | 4 | 0 | 101 | 2 | -2
CCCCCCCCNC(=O)/C(C#N)=C/c1ccccc1[N+](=O)[O-] | -3 | 3.5 | 0 | 2 | 14 | 2 | 103 | -1 | 3
CCCSc1nnc(N2C(=O)C(O)=C(C(=O)c3ccco3)C2c2ccccc2F)s1 (configuration not stated) | -6 | 3.4 | 4 | 11 | -7 | 6 | 115 | -1 | 22*
Cc1cc(C(=O)Nc2ccc(Cl)c(S(=O)(=O)N3CCOCC3)c2)c2ccccc2n1 | / | 3.8 | / | 5 | / | -28 | 155 | / | 4
CS(=O)(=O)N(Cc1ccc(Cl)cc1)c1ccc(C(=O)NCCSCc2ccco2)cc1 | -2 | 9.2 | 4 | 8 | -9 | -20 | 100 | 1 | 0
COc1cc(/C=N/NC(=O)CN2CCOCC2)ccc1OCc1ccccc1 | -1 | -1.4 | 10 | 3 | -3 | 23 | 90 | 4 | -3
COc1ccccc1C(=O)NNC(=O)c1ccccc1F | -5 | 0.2 | 7 | -5 | -5 | 3 | 102 | 3 | 3
